High-throughput results (PubChem)
ERAP1 HTS inh = human ERAP1 aminopeptidase inhibitors, primary screen, biochemical, single point, plate reader; hit rate 0.15% among 340,000; recombinant ERAP1, Leu-AMC fluorescence, 60 min; inhibition, % at 10.7 µM; Endoplasmic reticulum aminopeptidase 1 (Homo sapiens), Q9NZ08;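 active = mean replicate inhibition of at least 30%, or all replicates individually reaching that 30% level; inactive = mean below 30% and not every replicate reaching it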;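 also: 0% = neutral control wells and 100% = L-leucinethiol positive control wells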
Target sequence (Q9NZ08 whole entry, looked up): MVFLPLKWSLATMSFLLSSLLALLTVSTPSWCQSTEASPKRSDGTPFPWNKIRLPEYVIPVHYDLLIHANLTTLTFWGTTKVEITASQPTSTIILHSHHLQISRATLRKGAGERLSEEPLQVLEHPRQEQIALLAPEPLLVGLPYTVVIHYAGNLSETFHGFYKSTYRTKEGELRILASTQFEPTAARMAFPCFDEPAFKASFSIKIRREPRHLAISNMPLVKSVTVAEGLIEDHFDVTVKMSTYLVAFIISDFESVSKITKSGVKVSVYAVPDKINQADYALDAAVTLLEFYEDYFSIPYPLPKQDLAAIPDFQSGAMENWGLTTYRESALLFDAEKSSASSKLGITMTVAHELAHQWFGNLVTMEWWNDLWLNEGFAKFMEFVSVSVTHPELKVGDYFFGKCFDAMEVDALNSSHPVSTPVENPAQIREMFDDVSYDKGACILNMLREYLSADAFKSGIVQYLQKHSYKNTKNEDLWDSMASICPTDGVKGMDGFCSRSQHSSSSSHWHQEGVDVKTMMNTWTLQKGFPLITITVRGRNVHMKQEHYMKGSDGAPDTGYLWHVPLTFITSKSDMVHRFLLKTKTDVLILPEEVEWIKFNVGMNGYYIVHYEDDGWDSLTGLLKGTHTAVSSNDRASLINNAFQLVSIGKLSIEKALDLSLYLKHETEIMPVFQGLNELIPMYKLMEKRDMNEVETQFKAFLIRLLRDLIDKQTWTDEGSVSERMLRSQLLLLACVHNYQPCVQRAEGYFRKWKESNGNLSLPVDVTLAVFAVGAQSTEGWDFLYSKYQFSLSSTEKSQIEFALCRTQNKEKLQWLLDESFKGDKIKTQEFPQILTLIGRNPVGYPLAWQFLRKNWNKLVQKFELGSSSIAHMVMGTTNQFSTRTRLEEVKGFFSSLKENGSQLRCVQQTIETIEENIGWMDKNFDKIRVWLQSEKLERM
LGR2 inh = inhibitors of bursicon-induced LGR2 CRE-luciferase signal, primary screen, cell-based, HEK293, CRE-luciferase reporter, bursicon stimulation; inhibition, % at 9.99 µM; bursicon-stimulated, 4 h; hit rate 0.35% among 380,000; Drosophila bursicon receptor LGR2 (rickets); AID 720647, 2013;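 active = drop in luminescence signal, shown as inhibition above about 50% in the replicate tests, limit read from the data, passing the limit was not always enough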;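 also: agonist challenge used bursicon conditioned medium at about half maximal strength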
Statin myotox sup = suppressors of statin myotoxicity in C2C12 myotubes, primary screen, cell-based, single point, plate reader. rescue of ATP level, % at 7.49 µM. hit rate 0.78% among 330,000. C2C12 myotubes + simvastatin, ATP luminescence, 48 h; scaled: DMSO 0, geranylgeraniol control 100. AID 602340, 2012;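 active = mean ATP rescue above about 67%, or every replicate alone reaching that limit, limit read from the data, passing the limit was not always enough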;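 also: myotubes were challenged with 10 µM simvastatin during compound exposure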
S100A4 MyoIIA = inhibitors of S100A4-myosin IIA peptide binding, primary screen, biochemical, fluorescence polarization, TAMRA-MyoIIA peptide | inhibition, % at 10.7 µM | hit rate 0.14% among 360,000 | AID 652163, 2013 | Protein S100-A4 (Homo sapiens), P26447;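 active = mean inhibition of at least 70% across replicates, with every replicate also reaching that level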
Target sequence (P26447 whole entry, looked up): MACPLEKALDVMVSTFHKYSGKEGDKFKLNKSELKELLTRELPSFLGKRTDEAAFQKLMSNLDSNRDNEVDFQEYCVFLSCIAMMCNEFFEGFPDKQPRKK
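System – human S100A4 monomer protein, biochemical binding assay · Buffer or medium – Calcium-containing HEPES buffer, pH 7.2 · Timing – 5 min between mix addition and reading · Also added – TAMRA-labelled myosin IIA heavy-chain peptide probe, 5 nM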
Cneo AK release = Cryptococcus neoformans cell lysis inducers, primary screen, AK release luminescence, single concentration. C. neoformans lysis, adenylate kinase release luminescence, 4 h; normalised: neutral wells 0, clomiphene wells 100. lysis activity, % at 15 µM. hit rate 0.2% among 360,000;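 active = mean lysis activity across replicates of at least 80%, whatever share of replicates individually reach that level; inactive = mean lysis activity below 80%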
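Test system: log-phase Cryptococcus neoformans yeast cells. Input: 5 × 10^6 yeast cells/mL. Medium: fresh YPD growth medium. Doses: single dose. Incubation: static 4 h at 37 °C with compound, 1 h detection. Measured by: luminescent adenylate kinase detection reagent. Read-out: signal increase indicating cell lysis. Benchmarks: Clomiphene.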
Xi reactivation = activators of inactive X chromosome reactivation, primary screen, imaging, XiGFP fibroblasts, GFP high-content imaging, set 2; XiGFP mouse fibroblasts, % GFP-positive cells imaging, 3 d; cells co-treated with 5-aza-dC sensitizer; scaled so ellipticine positive control = 100%; activation, % at 7.58 µM; hit rate 0.055% among 360,000; AID 743238, 2013;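 active = mean normalized replicate activation at least 10% and every replicate at or above 10%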;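 also: 0% = median of on-plate neutral control wells and 100% = ellipticine 6 µM median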
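assay system = SV40-immortalized XiGFP fibroblast cells, line 68-5-11 | buffer or medium = DMEM plus 5-aza-dC sensitizer | doses = single-point pinned compound dosing | times = 3-day compound exposure, then 15 min fixation at room temperature | benchmarks = positive control ellipticine, 6 µM final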
SIRT5 inh = SIRT5 desuccinylase inhibitors, primary screen, biochemical, fluorescence imaging, single point, set 5; NAD-dependent protein deacylase sirtuin-5, mitochondrial (Homo sapiens), Q9NXA8; hit rate 1.1% among 330,000; inhibition, % at 15 µM; Purified SirT5, succinyl-peptide AMC, trypsin-coupled fluorescence; AID 652115, 2013; in the data active = inhibition above about 15%
PGC1a acetyl inh = inhibitors of PGC1a acetylation signal, primary screen, cell-based, U2OS, AlphaScreen, inhibitor mode; AID 651687, 2012; hit rate 0.17% among 350,000; AlphaScreen anti-acetyl-lysine; with virally co-expressed GCN5 acetyltransferase; inhibition, % at 15.6 µM;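 active = every replicate shows inhibition of at least 40%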;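 also: 0% = neutral control wells and 100% = positive control wells; some results beyond the cut were filed as inactive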
* = called active by the depositor; x = not tested or not shown.

SMILES | ERAP1 HTS inh | LGR2 inh | Statin myotox sup | S100A4 MyoIIA | Cneo AK release | Xi reactivation | SIRT5 inh | PGC1a acetyl inh
CC1(C)CC(=O)C2=C(C1)Nc1ccccc1NC2 | 7 | 31 | 2 | 0 | 1 | 0.0 | -3 | x
Nc1ccc(C(=O)Nc2ccc(Nc3ccncc3)cc2)c([N+](=O)[O-])c1 | -2 | -5 | -2 | -8 | 0 | 0.1 | 2 | -7
COC(=O)C1=CN(Cc2ccc(OC)cc2)C=C(C(=O)OC)C1c1cccs1 | -6 | 18 | x | -2 | x | 0.0 | -3 | x
COCCN(C(=S)Nc1cc(C)cc(C)c1)C(C)c1ccco1 (stereo not drawn) | 2 | 8 | x | 6 | x | -0.2 | -8 | -10
COc1ccc(S(=O)(=O)NCC2CCCN(C(=O)c3ccco3)C2)cc1 (stereo not drawn) | -3 | 7 | x | 4 | x | -0.1 | -4 | x
CCNC(=O)c1ccc(N(C)S(=O)(=O)c2cccs2)cc1 | -1 | 15 | -7 | -2 | -1 | 0.0 | -2 | 0
Cc1ccccc1S(=O)(=O)Cc1ccc(C(=O)NC2CCCCC2C)o1 (stereo not drawn) | -2 | 15 | x | -1 | x | 0.0 | -2 | x
Cc1ccc(C)c(S(=O)(=O)N2CCN(C(=O)C3CCN(c4ncnc5sc(C)c(C)c45)CC3)CC2)c1 | 0 | 15 | -11 | 23 | -5 | -0.7 | -29 | x
CC(C)NC(=O)NCC[C@H]1CC[C@@H](NS(=O)(=O)c2ccc(Oc3ccccc3)cc2)[C@H](CO)O1 | 1 | -18 | -35 | 15 | 6 | 0.5 | 0 | -1
CN(C)CC(=O)N[C@@H]1CC[C@@H](CC(=O)O)O[C@@H]1CO | 1 | 10 | x | 5 | x | 0.0 | 1 | 6
Cc1ccc(S(=O)(=O)NCC(=O)NCC(=O)OCC(=O)NC(=O)NC(C)(C)C)cc1C | 2 | -24 | x | 3 | x | 0.0 | -3 | 2
Cc1nc(C)n(CCNS(=O)(=O)c2ccccc2)n1 | -4 | 9 | 15 | -12 | -1 | 0.3 | -9 | x
O=C(COC(=O)c1cccc(S(=O)(=O)N2CCCCCC2)c1)NCc1ccc(Cl)cc1 | -4 | -2 | -12 | -1 | -2 | -0.1 | 0 | 1
O=C(Nc1ccccc1Cl)N1CCN(c2ccc3nncn3n2)CC1 | 5 | 4 | 5 | 0 | 0 | 0.0 | 9 | 5
COc1ccc(/C=C\c2onc(C)c2S(=O)(=O)N2CCC(C(=O)NCc3ccco3)CC2)cc1 | x | -4 | 7 | 1 | x | 11* | 0 | -1
Cc1cc(C)n2nc(C(=O)OCC(=O)c3cc(C)n(C)c3C)nc2n1 | x | 10 | 0 | x | -1 | x | x | 2
Fc1ccc(CN2CCN(C(=S)NCCc3ccccc3)CC2)c(Cl)c1 | -2 | 21 | x | -4 | x | -0.1 | -6 | x
CC1CCC2(CC1)NC(=O)N(CC(=O)Nc1cc(S(=O)(=O)N3CCCC3)ccc1Cl)C2=O (stereo not drawn) | -7 | 0 | 2 | -4 | 1 | 0.5 | -14 | -17
COc1nc(-c2ccc3c(c2)OCO3)n(-c2ccc(NC(=O)CSc3ccccc3)cc2)n1 | -3 | -8 | 4 | -11 | -1 | -0.1 | x | x
Cc1ccc(NC(=O)CCC(=O)NNC(=O)c2cccs2)cc1C | 0 | -1 | x | -1 | 5 | x | -5 | 8
Cc1cnc(CN(C)C(=O)CC2C(=O)NCCN2Cc2cccc(F)c2F)[nH]1 (stereo not drawn) | -1 | 0 | 4 | 1 | 0 | 0.3 | -1 | -2
CC=Cc1ccc2n(c1=O)C[C@@H]1[C@@H](CO)[C@H](C(=O)NCC)[C@H]2N1C(=O)Nc1cc(F)ccc1F (mixture of isomers) | -1 | 9 | 10 | -7 | 5 | 0.0 | -21 | x
C=CCN1C(=O)[C@@]2(O[C@@H](CCn3cc(CCO)nn3)[C@H]([Si](C)(C)c3ccc(OC)cc3)[C@H]2C)c2cc(N3CCOC3=O)ccc21 | 2 | x | x | -61 | 29 | x | 1 | x
COc1cccc(/C=N/NC(=O)c2c(C)nc3ccc(Cl)cn23)c1O | 6 | 14 | 8 | -1 | -1 | 0.5 | 3 | x
CC(C)c1ccc(-c2nnn(CCC#N)n2)cc1 | 8 | -25 | x | -6 | x | 0.0 | 1 | 6

The final 2 records of the part above are carried over, then new ones follow:
SMILES | ERAP1 HTS inh | LGR2 inh | Statin myotox sup | S100A4 MyoIIA | Cneo AK release | Xi reactivation | SIRT5 inh | PGC1a acetyl inh
COc1cccc(/C=N/NC(=O)c2c(C)nc3ccc(Cl)cn23)c1O | 6 | 14 | 8 | -1 | -1 | 0.5 | 3 | x
CC(C)c1ccc(-c2nnn(CCC#N)n2)cc1 | 8 | -25 | x | -6 | x | 0.0 | 1 | 6
O=S(=O)(NCc1cccnc1)c1ccc(Br)c2ccccc12 | -4 | -26 | 10 | -11 | 1 | 0.0 | x | x
COc1ccc(CN2C(=O)C(CC(=O)NC3CC3)CC(C(=O)N3CCOCC3)=C2C)cc1 (stereo not drawn) | -3 | 2 | 1 | 1 | 0 | x | -5 | -2
COc1ccc(C(=O)Nc2cccc(/C=C(\CCC(=O)O)c3nc4ccccc4s3)c2)cc1 | 0 | -20 | -10 | 6 | -2 | 0.5 | 1 | 3
Cc1ccc(S(=O)(=O)NCC(=O)OCC(=O)c2ccc(S(=O)(=O)N3CCCCC3)cc2)cc1C | 5 | -10 | 4 | 0 | -2 | 0.0 | -7 | x
COc1cc(C2Nc3cccc4cccc(c34)N2)ccc1O | 2 | 1 | -3 | -2 | -1 | 0.5 | x | 9
CN(CC(=O)Nc1ccc(F)c(F)c1F)C(=O)CCCSc1nc2ccccc2[nH]1 | 0 | -5 | -4 | 1 | x | -0.1 | 2 | x
CN(C(=O)COC(=O)CNC(=O)CNC(=O)c1ccc(Cl)cc1Cl)c1ccccc1 | -3 | 25 | x | 21 | x | 0.2 | -4 | 1
CC(=O)N(C)C[C@H]1Oc2cc(C#CCC(C)C)ccc2S(=O)(=O)N([C@@H](C)CO)C[C@@H]1C | -1 | 4 | -14 | 0 | 51 | -0.6 | 3 | 12
CCOC(=O)C(Cc1ccc(NC(=O)/C(=C\c2ccccc2)NC(=O)c2ccccc2)cc1)N1C(=O)c2ccccc2C1=O (stereo not drawn) | x | 1 | x | x | 0 | 0.0 | x | -53
C[C@H](CO)N1C[C@H](C)[C@H](CN(C)C(=O)NC2CCCCC2)Oc2ccc(NC(=O)Nc3cccc4ccccc34)cc2CC1=O | -1 | -16 | 6 | -5 | -4 | 0.1 | 5 | -12
CN(C)C(CNC(=O)C1CCCN1C(=O)c1cccs1)c1ccccc1 (stereo not drawn) | 1 | 33 | 5 | 5 | -1 | 0.1 | x | -2
COc1cc(OC)c(OC)cc1CNCCNC(=O)c1ccco1 | -3 | 6 | 3 | 3 | x | 0.9 | 4 | x
Cc1ccc(NC(=O)C2OCCc3ccccc32)cc1C (stereo not drawn) | -2 | -62 | -2 | -7 | -3 | 0.1 | -6 | -6
O=C(NCCS(=O)(=O)N1CCN(c2ccccc2)CC1)c1cccc(F)c1 | 1 | 3 | x | -3 | 2 | 0.4 | 6 | x
COc1ccc(S(=O)(=O)N(C)C[C@@H]2Oc3ccc(NC(=O)CCN4CCOCC4)cc3CC(=O)N([C@@H](C)CO)C[C@@H]2C)cc1 | 4 | -15 | -7 | -80 | 2 | -1.2 | 0 | 5
CC(=O)N(c1nc2ccccc2s1)N1C(=O)c2ccccc2C1=O | 1 | -12 | x | 1 | x | 0.1 | x | x
Fc1cccc(CCN2C(=S)NC[C@@H]2CC2CCCCC2)c1 | 2 | 9 | -15 | 1 | 10 | 0.1 | -1 | -6
CNC[C@H]1OCCCC[C@H](C)Oc2ccc(NS(C)(=O)=O)cc2C(=O)N([C@@H](C)CO)C[C@@H]1C | 1 | -10 | -29 | 4 | 1 | 0.0 | 1 | 9
CCCCN(C(=O)c1ccccc1Br)C1CCS(=O)(=O)C1 (stereo not drawn) | 2 | 1 | 6 | -5 | -1 | 0.0 | -2 | x
Nn1c(SCC(=O)Nc2cccc(Br)c2)nnc1C1CC1 | -1 | -10 | 0 | -4 | 0 | -0.7 | -3 | 6
Cc1ccc(NC(=O)CNCc2cccs2)cc1Br | -1 | -14 | -1 | -2 | -2 | 0.1 | 0 | 15
C[C@H](CO)N1C[C@H](C)[C@@H](CN(C)Cc2ccncc2)Oc2ccc(NC(=O)Nc3ccc4c(c3)OCO4)cc2C1=O | 4 | x | 46 | 5 | 9 | -1.3 | 1 | 3
COc1ccc(NC(C)=O)cc1NC(C)C(=O)Nc1ccc(S(=O)(=O)N2CCCCC2)cc1 (stereo not drawn) | 1 | 1 | 8 | 2 | -1 | 0.0 | -2 | -7
COc1cccc(NC(=O)C2(C)CCN2Cc2ccccc2OC(F)F)c1 (stereo not drawn) | 1 | 8 | 11 | 0 | 0 | 0.3 | x | -4
O=C(N/N=C/c1ccc([N+](=O)[O-])cc1)c1[nH]ncc1Br | -3 | -26 | -2 | -5 | -3 | 0.0 | 1 | -16
OC1(c2ccc3c(c2)OCO3)CCN(Cc2ccccn2)CC1 | -3 | 13 | 24 | -1 | 0 | x | -1 | 7

Profiles, quoted from the list:
COc1ccc(CN2C(=O)C(CC(=O)NC3CC3)CC(C(=O)N3CCOCC3)=C2C)cc1 (stereo not drawn) is entered as ERAP1 HTS inh: -3; LGR2 inh: 2; Statin myotox sup: 1; S100A4 MyoIIA: 1; Cneo AK release: 0; Xi reactivation: x; SIRT5 inh: -5; PGC1a acetyl inh: -2
CC(=O)N(c1nc2ccccc2s1)N1C(=O)c2ccccc2C1=O is entered as ERAP1 HTS inh: 1; LGR2 inh: -12; Statin myotox sup: x; S100A4 MyoIIA: 1; Cneo AK release: x; Xi reactivation: 0.1; SIRT5 inh: x; PGC1a acetyl inh: x
COc1ccc(C(=O)Nc2cccc(/C=C(\CCC(=O)O)c3nc4ccccc4s3)c2)cc1 is entered as ERAP1 HTS inh: 0; LGR2 inh: -20; Statin myotox sup: -10; S100A4 MyoIIA: 6; Cneo AK release: -2; Xi reactivation: 0.5; SIRT5 inh: 1; PGC1a acetyl inh: 3

Just ERAP1 HTS inh, Statin myotox sup and S100A4 MyoIIA, for some of the entries so far:
SMILES | ERAP1 HTS inh | Statin myotox sup | S100A4 MyoIIA
COc1ccc(C(=O)Nc2cccc(/C=C(\CCC(=O)O)c3nc4ccccc4s3)c2)cc1 | 0 | -10 | 6
Cc1ccc(S(=O)(=O)NCC(=O)OCC(=O)c2ccc(S(=O)(=O)N3CCCCC3)cc2)cc1C | 5 | 4 | 0
COc1cc(C2Nc3cccc4cccc(c34)N2)ccc1O | 2 | -3 | -2

Some of the compounds tested, so the mix of outcomes need not match the whole.
